# PriA SSB inh – blocks PriA binding to SSB C-terminal tail. AlphaScreen SSBct-PriA binding, biotinylated peptide. inhibition, % at 33 µM. 430,000 tested, 0.6% active. AID 1272365; in the data active means inhibition mostly above about 37%, no sharp cut-off; inactive means mostly below about 20%;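 further: plate controls were negative control peptide for no effect and reference peptide for full effect; strong numbers were not always called active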
# The depositor's hits bear a star; & = joins results of further samples. A portion of the library; count on the stated rates, not on these rows.
mol	PriA SSB inh
C[C@](O)(CN)c1ccc(-c2ccccc2)cc1	-2
CC(C)NC(=O)c1ccc2c(=O)n(CC3CCCO3)c(SCC(=O)c3ccc(Cl)cc3)nc2c1 (stereo unspecified)	-5
CN(C)S(=O)(=O)c1ccc(C(=O)NCCn2ccn3nc(-c4ccco4)cc23)cc1	-2
Cc1nc(-c2ccccc2)sc1C(=O)NCCCn1nc(-c2cccs2)ccc1=O	-5&5
COc1ccc(-c2ccc(=O)n(C(C)C(=O)O)n2)cc1 (stereo unspecified)	-7
COc1ccc(CNC(=O)N2CCC(c3nnc(-c4ccco4)s3)CC2)cc1	-6
Cc1nn(C2CCS(=O)(=O)C2)c2nc(-c3ccco3)cc(C(=O)NCCc3ccc(F)cc3)c12 (stereo unspecified)	-12
COc1cc(C=NNc2nc(C)cc(=O)[nH]2)ccc1OC(=O)c1cccnc1	-5
O=S(=O)(/C=C/c1ccccc1)N1CCN(c2ccc(-c3cccs3)nn2)CC1	-11
O=C(CCCC(=O)N1CC(S(=O)(=O)C2CCCCC2)C1)c1ccccc1	-6
CC(C)N1CCC(CNS(=O)(=O)c2ccccc2)CC1	-17
Cn1nc2c(c1NC(=O)c1cc(C(F)(F)F)cc(C(F)(F)F)c1)CCC2	-21

# (next part)
mol	PriA SSB inh
COC(=O)c1sc(NC(=O)CS(=O)(=O)c2ccc(Cl)cc2)c(C(=O)OC)c1C	-17
Cc1ccc(NC(=S)NN=Cc2cccn2Cc2ccccc2F)cc1	9
O=C(Nc1nc(C(=O)N2CCOCC2)co1)c1ccco1	-6
CCOc1ccc(-c2noc(C3CC(=O)N(c4ccc5c(c4)OCO5)C3)n2)cc1 (stereo unspecified)	-6
CCc1nnc(NS(=O)(=O)c2ccc(NC(=O)c3ccc(S(=O)(=O)N(CCOC)CCOC)cc3)cc2)s1	-16
O=C(c1ccc(Br)o1)N1CCN(CCn2ccnc2)CC1	11
Cc1cc(C)c(S(=O)(=O)NCCn2cnc(C)c(C)c2=O)cc1C	-6
Cn1cc(C(=O)N2CCC(c3ccc4c(c3)OCO4)C2)nn1 (stereo unspecified)	8
Brc1ccc2nc(Nc3cccc4ccccc34)nc(-c3ccccc3)c2c1	3
Cc1cccc(-c2nc(C)c(CCNS(=O)(=O)c3ccc4c(c3)CCCC4)s2)c1	4
Cc1ccc(F)cc1NC(=O)CSc1nc(N2CCCCC2)nc2ccccc12	-18
CC(=O)c1c(C)oc2c1cc(NS(=O)(=O)c1cccc3cccnc13)c1ccccc12	-1

# An excerpt of these results, field by field:
Cc1cc(C)c(S(=O)(=O)NCCn2cnc(C)c(C)c2=O)cc1C
  PriA SSB inh: -6
CCc1nnc(NS(=O)(=O)c2ccc(NC(=O)c3ccc(S(=O)(=O)N(CCOC)CCOC)cc3)cc2)s1
  PriA SSB inh: -16
CCOc1ccc(-c2noc(C3CC(=O)N(c4ccc5c(c4)OCO5)C3)n2)cc1 (stereo unspecified)
  PriA SSB inh: -6
O=C(Nc1nc(C(=O)N2CCOCC2)co1)c1ccco1
  PriA SSB inh: -6

# Later entries:
mol	PriA SSB inh
Cc1ccc(S(=O)(=O)N2CCC(C(=O)O)(c3ccccc3)CC2)cc1	15
COC(=O)c1sc(N2C(=O)C(=O)C(=C(O)c3ccc(C)cc3)C2c2ccco2)nc1C (stereo unspecified)	7
O=S(=O)(Nc1ccc(N2CCOCC2)cc1)c1cccc2cccnc12	-11
O=C(NCCc1ccc(N2CCCC2)cc1)C(=O)Nc1ccc(F)c(F)c1	-18
CCOc1ccc(S(=O)(=O)c2cnc(SCC(=O)Nc3cc(F)ccc3F)[nH]c2=O)cc1	-12
CNC(C)CCC=C(C)C (stereo unspecified)	-4
CC(C)CCN1C(=O)C(C)(C)COc2ccc(NS(=O)(=O)C(C)C)cc21	-7
O=C(NCC1(Sc2ccccc2)CCOCC1)c1ccccc1F	-16
COc1ccc(OC)c(NC(=O)c2n[nH]n3c2nc(=O)c2cc(F)ccc23)c1	-15
CCN(CC)c1ccc(NC(=O)CSc2ncc(-c3ccc(F)cc3)o2)c(C)c1	19
O=C(c1nc2ccccc2s1)N1CCN(c2cc(C(F)(F)F)ncn2)CC1	0
COc1cc(C=NNC(=O)CCN2CCN(Cc3ccccc3)CC2)cc(OC)c1OC	-5

# (continued)
mol	PriA SSB inh
COC(C(=O)N1N=C(c2ccc(Br)cc2)CC1c1ccc(Cl)cc1Cl)c1ccccc1 (stereo unspecified)	-23
O=C(CCN1C(=O)c2ccccc2S1(=O)=O)Nc1ccc(F)c(C(F)(F)F)c1	-9
CN1CCN(NC(=O)c2ccc(-n3cncn3)nn2)CC1	-16
COc1cc(NN=C(C)c2ccc(O)c(C)c2)nc(-c2ccccc2)n1	-20
CC(=O)c1ccccc1NS(=O)(=O)c1ccc2c(c1)OCCO2	-11
O=C(CCS(=O)(=O)Cc1ccccc1)Nc1nc(-c2ccccc2)c(C(=O)c2ccccc2)s1	-3&21
Cc1cccc(-n2c(O)c(C=CC=Nc3ccccc3)c(=O)[nH]c2=O)c1	4
Cn1cccc1C(O)CCNC(=O)c1cc(-c2ccc(F)cc2)nn1C (stereo unspecified)	-1
O=C(Nc1cnc(N2CCN(c3ccccc3)CC2)nc1)c1cccc2ccccc12	-22
O=C(NCc1nnnn1-c1cccc(F)c1)C1c2ccccc2Oc2ccccc21	6
CN(C)C(=O)CSc1nc2ccc([N+](=O)[O-])cc2s1	-9
COc1ccc(CCNC(=O)C(=O)c2c(C)[nH]c3ccccc23)cc1OC	13

# Structures from the list above that contain a COOH group:
mol	PriA SSB inh
COc1ccc(-c2ccc(=O)n(C(C)C(=O)O)n2)cc1 (stereo unspecified)	-7
Cc1ccc(S(=O)(=O)N2CCC(C(=O)O)(c3ccccc3)CC2)cc1	15

# The list continues:
mol	PriA SSB inh
NC(=O)c1ccccc1NC=C1CCCCC1=O	-5
COc1ccc(CC(=O)N2CCC(S(=O)(=O)c3ccccc3)C2)cc1OC (stereo unspecified)	-1
COCCN1CCC(CNC(=O)c2ccc(C(F)(F)F)cc2)CC1	-13
CC[C@@](CNC(=O)c1ccccc1Br)(OC)c1ccccc1	3
COc1ccccc1CNC(=O)CCCn1c(=O)c2ccccc2n(Cc2ccc(F)cc2Cl)c1=O	-10
Cc1cc(F)ccc1S(=O)(=O)NCC(O)c1ccoc1 (stereo unspecified)	-8
ON=Cc1cnc(N2CCN(c3ccccc3)CC2)s1	-1
CC(=NNC(=O)CN1CCN(Cc2ccccc2Cl)CC1)c1ccco1	-6
C=C(C)C1CC=C(C)C(=NNC(=O)COc2cccc3ccccc23)C1 (stereo unspecified)	7
O=C(Nc1nnc(C2CCCO2)o1)C(c1ccccc1)c1ccccc1 (stereo unspecified)	84*
CCOC(=O)c1ccc(Nc2nnc(-c3cc4cccc(OCC)c4oc3=O)s2)cc1	-9
C=CCNC(=O)COc1ccc([N+](=O)[O-])cc1	-9

# New compounds follow
mol	PriA SSB inh
COc1ccc(S(=O)(=O)N2CCC(C(=O)Nc3cccc(-c4nc5ccccc5[nH]4)c3)CC2)cc1	-10
O=S(=O)(NCC1(O)CCOCC1)c1cccc2cccnc12	0
CCSc1nnc(NC(=O)CSc2nnc(CNC(=O)COc3ccc(Cl)cc3)o2)s1	5
Cc1occc1C(=O)NN=Cc1cccnc1	2
NC(=O)C1CCN(S(=O)(=O)c2ccc(N3C(=O)CCS3(=O)=O)cc2)CC1	-17
Cc1ccc(S(=O)(=O)NCCCC(=O)NCc2ccco2)cc1	-4
Cc1nnc(-c2cc3ccccc3n2Cc2cccc3ccccc23)o1	-2
C/C(Cl)=C/Cn1c(SCc2ccc([N+](=O)[O-])cc2)nc2c1c(=O)[nH]c(=O)n2C	-9
CC(C)c1ccc(OCC(=O)Nc2cc(N3CCN(c4ccccc4)CC3)ncn2)cc1	8
CC(=NNC(=O)c1nn(C)cc1Br)c1cccc(NC(=O)C(C)(C)C)c1	-14
Cn1c(=O)c2c(nc(N3CCOCC3)n2CCSc2nnnn2-c2ccccc2)n(C)c1=O	-11
CSC[C@@](C)(O)CNC(=O)COc1ccc(F)cc1	-12

# (list continues)
mol	PriA SSB inh
COc1ccc(-c2c3c(nc4sc(C(=O)N5CCOCC5)c(N)c24)CC(C)(C)CC3=O)cc1	4
CCCN(CCC)S(=O)(=O)CCNC(=O)c1ccc2c(c1)OCO2	-14
Cn1cccc1C(CNC(=O)c1ccccc1C(F)(F)F)N1CCOCC1 (stereo unspecified)	-4
O=C(NCCC1=CCCCC1)C1(c2cccs2)CCCC1	-35
ON=Cc1c[nH]c2ccccc12	-1
Cc1cc(NC(=O)C2CCCC2)n(-c2nc3c(cnn3-c3ccc(F)cc3)c(=O)[nH]2)n1	-14
O=C(c1c(F)cccc1Cl)N1CCN(CC(O)C2CC2)CC1 (stereo unspecified)	-3
O=C1C[C@H](CNS(=O)(=O)c2cccnc2)CN1c1ccc(F)cc1	-4
Cc1cc2ncc(CCCNC(=O)CSC3CCCC3)cn2n1	7
N#Cc1ccccc1NC(=O)C(=O)NCCCO	-2
O=C(Nc1nc(C(=O)N2CCc3ccccc3C2)cs1)c1ccccc1	-5
COc1cccc(C(=O)Nc2nc3ccc(S(=O)(=O)N4CCCC4)cc3s2)c1OC	-2

# 7 neighbouring records from above, quoted:
mol	PriA SSB inh
Cc1cc(NC(=O)C2CCCC2)n(-c2nc3c(cnn3-c3ccc(F)cc3)c(=O)[nH]2)n1	-14
O=C(c1c(F)cccc1Cl)N1CCN(CC(O)C2CC2)CC1 (stereo unspecified)	-3
O=C1C[C@H](CNS(=O)(=O)c2cccnc2)CN1c1ccc(F)cc1	-4
Cc1cc2ncc(CCCNC(=O)CSC3CCCC3)cn2n1	7
N#Cc1ccccc1NC(=O)C(=O)NCCCO	-2
O=C(Nc1nc(C(=O)N2CCc3ccccc3C2)cs1)c1ccccc1	-5
COc1cccc(C(=O)Nc2nc3ccc(S(=O)(=O)N4CCCC4)cc3s2)c1OC	-2

# Following part.
mol	PriA SSB inh
CC(C)S(=O)(=O)c1ccc(CC(=O)N2C3CCC2COC3)cc1	10
COc1ccc(S(=O)(=O)NCCc2ccc(N3CCCC3)cc2)cc1F	-5
O=c1cccnn1CCNS(=O)(=O)c1ccccc1C(F)(F)F	1
Cc1ccc(C(=O)Cn2cnc3c(cnn3C3CCS(=O)(=O)C3)c2=O)c(C)c1 (stereo unspecified)	1
CCCOc1ccc(-c2c(C(=O)NN=Cc3cccs3)nnn2-c2nonc2N)cc1	-15
Cc1ccc(N2CCCS2(=O)=O)cc1NC(=O)C(=O)NCCN(C)C	-2
CCOc1ccc2ccccc2c1C(=O)N(Cc1ccsc1)Cc1ccccn1	4
Cc1noc(COc2ccccc2C(=O)O)n1	-6
CC(=NNC(=O)c1ccccc1O)c1c(O)n(Cc2ccccc2)c(=O)[nH]c1=O	0
COc1ccccc1NS(=O)(=O)c1ccc(NN=C/C=C/c2ccccc2[N+](=O)[O-])c([N+](=O)[O-])c1	-3
CCc1nnc(-c2ccc(NC(=O)C(=O)c3c[nH]c4ccccc34)cc2)o1	-13
O=C1CS(=O)(=O)C2(C(=O)N(Cc3cccc(Cl)c3)c3ccccc32)N1c1ccc(F)cc1 (stereo unspecified)	0

# Later entries:
mol	PriA SSB inh
CCOc1ccc(NC(=O)c2ccc(CNS(=O)(=O)c3cccc(Cl)c3)cc2)cc1	-3
NS(=O)(=O)c1ccc(NC(=O)CCN2C(=O)S/C(=C\c3ccccc3)C2=O)cc1	-7
CCOc1ccc(-c2cc(-c3nc(-c4cc(OC)c(OC)c(OC)c4)no3)[nH]n2)cc1Cl	6
O=C(Nc1nc2c(F)cccc2s1)c1cccc([N+](=O)[O-])c1	-12
COc1ccc(S(=O)(=O)NCCn2nc(-c3ccncc3)ccc2=O)cc1F	-6
CC(C)(C)S(=O)(=O)[C@H]1CCN(C(=O)CCNS(=O)(=O)c2cccc(F)c2)C1	-2
Cc1ncc(CC(=O)O)s1	-27&-11
Cc1ccsc1C1N(c2ccccn2)C(=O)C2CCCN21 (stereo unspecified)	16
O=C(Nc1ccccc1C(F)(F)F)N1CCC(Oc2cnccn2)CC1	-21
O=C(NCc1cccs1)C(=O)NCC(c1cccnc1)N1CCc2ccccc2C1 (stereo unspecified)	2
CC(O)(CNC(=O)c1cc(=O)c2ccccc2o1)c1cc2ccccc2o1 (stereo unspecified)	-27
O=S(=O)(NN=Cc1cccn1-c1ccccc1)c1ccc2ccccc2c1	26

# Later entries
mol	PriA SSB inh
COc1ccc(C=NNC(=O)c2ccccc2F)cc1CN1CCN(c2ccc(F)cc2)CC1	13
COC(=O)N1CCc2ccc(NC(=O)C(C)(C)Oc3ccc(Cl)cc3)cc2C1	8
COc1ccc(Br)cc1C=NNC(=O)c1ccc2nc[nH]c2c1	-1
CCCOc1ccc(C(O)=C2C(=O)C(=O)N(CCCn3ccnc3)C2c2cccs2)cc1 (stereo unspecified)	0
CCCC(=O)NCC(=O)Nc1cnc(-n2cccn2)nc1	-8
Cc1nc(C)c(C(=O)NCCNc2ccc(-n3cccc3)nn2)s1	-20
COc1ncccc1C(=O)NCCCc1cnc2cc(C)nn2c1	-1
O=C(CSC1CCCC1)N1CCCC(Cc2nc(C3CC3)no2)C1 (stereo unspecified)	-13
COc1ccccc1N1CCN(N=Cc2ccc(Cl)c([N+](=O)[O-])c2)CC1	21
COc1cc(OC)cc(C(=O)Nc2nnc(-c3ccc(Br)s3)o2)c1	-4
COc1cc(C=Nn2c(C3CCCCC3)n[nH]c2=S)ccc1O	2
Cc1cc(=O)[nH]c(-n2nc(-c3cccs3)cc2NC(=O)[C@H]2CC(=O)N(c3ccc(Cl)cc3)C2)n1	-14
Cc1cccc(OCC(=O)NCC#CCN2CCCCC2)c1	-2
Cc1nc2ccccc2c(=O)n1-c1ccc(NS(C)(=O)=O)cc1	4
Cn1c(SCC(=O)Nc2ccc3c(c2)OCCO3)nc2cc(-c3ccccc3)sc2c1=O	-21
